# OXTR agonist: human OXTR agonism; P30559; CHO-OTR cells, Fluo-8 calcium fluorescence; normalized: DMSO 0%, oxytocin 100%; activation, % at 3 µM; hit rate 0.32% among 320,000; AID 2435;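 active means activation above the mean of all tested compounds plus 3 SD, cutoff set per screening run, cut at about 20% in these data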;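 further: peak over basal fluorescence ratio from a 100 s FLIPR kinetic read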
# Target sequence (P30559 whole entry, looked up): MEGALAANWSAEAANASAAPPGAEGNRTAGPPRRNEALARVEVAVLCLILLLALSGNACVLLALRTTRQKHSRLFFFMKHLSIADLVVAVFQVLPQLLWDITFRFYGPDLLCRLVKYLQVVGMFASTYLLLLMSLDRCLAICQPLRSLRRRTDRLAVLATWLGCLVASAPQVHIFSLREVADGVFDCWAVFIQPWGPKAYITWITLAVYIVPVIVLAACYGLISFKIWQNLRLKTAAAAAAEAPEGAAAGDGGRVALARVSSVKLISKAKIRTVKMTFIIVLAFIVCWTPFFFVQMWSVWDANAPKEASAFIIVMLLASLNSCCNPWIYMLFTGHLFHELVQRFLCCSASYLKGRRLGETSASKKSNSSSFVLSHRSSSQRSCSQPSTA
# M1 PAM: human CHRM1 positive allosteric modulation; CHO-K1 hM1, Fluo-8 calcium fluorescence, ACh EC20; 0% = ACh EC20, 100% = maximal ACh; activation, % at 3 µM; hit rate 0.088% among 360,000; in the data active means activation above about 19%, passing the limit was not always enough
# TAAR1 antagonist: human TAAR1 antagonism; Q96RJ0; CHO RD-HGA16 TAAR1, Fluo-8 calcium fluorescence, antagonist; inhibition, % at 3 µM; hit rate 1.5% among 360,000;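 active means inhibition above a per-plate cutoff, the mean inhibition of test compounds on that plate plus 3 SD, cut at about 49% in these data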;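 further: 0% = DMSO plus EC80 beta-PEA response and 100% = DMSO alone without agonist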
#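 Test system – hTAAR1-expressing CHO RD-HGA16 cells, Gα16-coupled · Also added – β-PEA at EC80 concentration, post-compound challenge · Compound – 3 µM, single point · Incubation – dye loading 75 min at 37 °C, then 30 min room temperature · Measured by – Fluo-8 intracellular calcium dye fluorescence, real-time kinetic reads · Benchmarks – vehicle and agonist controls · Replicates – singlicate, one well per test compound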
# V1aR counter: counter-screen for oxytocin receptor agonists: human V1a receptor agonists | hit rate 0.25% among 320,000 | P37288 | CHO-V1R cells, Fluo-8 calcium fluorescence, agonist mode; 0% DMSO, 100% 3 nM vasopressin | activation, % at 3 µM;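 active means activation above the mean activation of all tested compounds plus 3 SD, per screening run, cut at about 20% in these data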;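 further: signal is peak over basal fluorescence ratio across a 100 second FLIPR read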
# Target sequence (P37288 whole entry, looked up): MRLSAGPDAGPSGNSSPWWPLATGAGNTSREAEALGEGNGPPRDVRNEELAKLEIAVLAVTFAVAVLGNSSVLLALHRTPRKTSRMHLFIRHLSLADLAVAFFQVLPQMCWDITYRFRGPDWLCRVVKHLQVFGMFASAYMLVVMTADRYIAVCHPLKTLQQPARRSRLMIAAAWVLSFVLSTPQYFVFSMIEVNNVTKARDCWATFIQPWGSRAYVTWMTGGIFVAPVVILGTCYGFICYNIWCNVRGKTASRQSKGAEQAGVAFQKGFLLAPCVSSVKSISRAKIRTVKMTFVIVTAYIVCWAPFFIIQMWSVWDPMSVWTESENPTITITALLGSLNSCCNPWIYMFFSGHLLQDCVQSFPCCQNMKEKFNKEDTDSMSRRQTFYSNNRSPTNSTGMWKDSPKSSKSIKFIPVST
# M1 ag: human M1 muscarinic receptor agonism; CHO-K1 hM1, Fluo-8 calcium fluorescence, agonist mode; 0% DMSO, 100% acetylcholine EC100; hit rate 0.33% among 360,000; P11229; activation, % at 3 µM; AID 588814;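 active means activation above the run's mean compound activation plus 3 SD, cut at about 16% in these data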;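 further: peak over basal fluorescence ratio within a 140 s kinetic read after compound addition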
# CHRM1 antagonist: blocks human M1 muscarinic receptor; hit rate 1.3% among 360,000; inhibition, % at 3 µM; P11229; CHO-K1 hM1, Fluo-8 calcium fluorescence, ACh EC80 antagonist;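 active means percent inhibition above its own plate's cutoff, namely the mean of that plate's compound wells plus 3 SD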;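 further: peak over basal fluorescence ratio during 140 s after agonist addition; 0% = ACh EC80 plus DMSO and 100% = DMSO alone without agonist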
# CHO parental Ca: counter-screen: ATP calcium response change in parental CHO cells | inhibition, % at 5.6 µM | hit rate 0.63% among 330,000 | parental CHO-K1, ATP-induced calcium, Fluo-8 fluorescence;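 active means inhibition above that plate's mean sample inhibition plus 3 SD, cut at about 26% in these data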;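 further: 0% = ATP-challenged DMSO wells and 100% = DMSO wells without ATP; some compounds past the cut are filed as inactive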
#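 Assay system: untransfected parental CHO cell line. Also added: ATP agonist challenge. Dosing: one dose, 5.6 µM nominal. Measured by: Fluo-8 fluorescence. Read-out: % inhibition. Benchmarks: ATP wells versus no-ATP DMSO wells. Repeats: no replicates.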
# OXTR potentiate: potentiates the human oxytocin receptor response; P30559; CHO-OTR cells, Fluo-8 calcium fluorescence, potentiator mode; 0% = oxytocin EC15, 100% = EC100; activation, % at 3 µM; hit rate 0.061% among 320,000; AID 2445;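 active means activation above that plate's cutoff, the mean activation of tested compounds plus 3 SD, cut at about 6.6% in these data, passing the limit was not always enough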;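 further: 100% uses oxytocin at 75 nM as the full agonist control; some results filed as inactive read as strong as hits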
#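 Assay system: CHO-OTR cells, human receptor / Also added: oxytocin at about EC15, sub-maximal agonist stimulus / Dosing: single dose, 3.0 µM nominal final compound concentration / Incubation: 6 min pre-incubation, 100 s read / Technique: Fluo-8 calcium dye fluorescence / Read-out: % activation vs EC15 and EC100 oxytocin / Benchmarks: EC15 oxytocin low, 75 nM oxytocin high / Replicates: singlicate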
# TAAR1 ag: agonists of human TAAR1; Q96RJ0; CHO RD-HGA16 TAAR1, Fluo-8 calcium fluorescence; vehicle wells 0%, saturating PEA agonist 100%; AID 624467; activation, % at 3 µM; hit rate 0.99% among 360,000;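 active means activation above the mean activation of all test compounds in the run plus 3 SD, cut at about 38% in these data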
#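 System: CHO RD-HGA16 cells carrying human TAAR1 plus Gα16; Incubation: 17-24 h seeding, 75 min 37 °C dye, 30 min RT; Measured by: Fluo-8 fluorescence, 5 s baseline then 140 s kinetic read; Control set: DMSO and PEA EC100; Replication: single well for each compound.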
# * hit, by the source's call; . = no result given. Hits appear at their usual frequency; 3.7% or so of the library scored in one or more.
SMILES,OXTR agonist,M1 PAM,TAAR1 antagonist,V1aR counter,M1 ag,CHRM1 antagonist,CHO parental Ca,OXTR potentiate,TAAR1 ag
COc1ccc(O[C@H]2C=C[C@@H](c3ccccc3)O[C@@H]2CO/N=C(\C)CCC(=O)OC[C@H]2O[C@H](c3ccccc3)C=C[C@@H]2Oc2ccc(OC)cc2)cc1,2.9,.,.,2.5,.,.,-6.3,-0.5,.
COc1ccc(CNC(=O)Cc2c(C(=O)O)[nH]c3ccccc23)c(OC)c1,-0.8,14.5,-7.4,-0.1,-9.4,-17.9,4.8,-9.6,-0.6
CCCCS(=O)CC(CS(=O)CCCC)OC(=O)c1ccc(C)cc1 (configuration not stated),-0.6,20.1,14.6,0.0,1.4,-52.4,-6.2,-12.6,10.2
CC(C)c1cccc(O)c(=O)c1,1.1,10.7,-12.0,1.4,11.5,4.2,-2.3,-2.0,4.4
COc1ccc(C2C(C(C)=O)=C(O)C(=O)N2CCO)c(OC)c1 (configuration not stated),-0.4,7.4,10.0,-0.3,-1.2,-34.3,-5.6,-2.8,8.5
Cn1cc(-c2csc(C(O)c3ccc(F)cc3)n2)cn1 (configuration not stated),.,10.0,-13.8,.,2.0,-14.8,.,.,1.7
Cc1ccc(NC(=O)CCC(=O)N/N=C/c2ccc(O)cc2O)cc1,-1.5,-7.0,-17.8,-0.3,-4.2,7.0,-15.8,-6.3,12.9
C=C(C)CSc1nc2sc3c(c2c(=O)n1-c1ccc(C)cc1)CCN(C)C3,.,-10.2,-4.8,.,-10.1,4.5,.,.,-0.1
COc1ccc2[nH]c(=O)c(CNc3cccc(C)c3)cc2c1,0.4,6.0,-4.5,0.0,-1.4,-6.5,-16.9,-3.6,1.3
CCn1cnc2c1c(=O)[nH]c(=O)n2Cc1ccccc1,-0.2,8.7,.,-0.1,-6.2,-15.8,0.1,-0.3,.
CCOC(=O)N1CCN(CC(O)c2c[nH]c3ccc(OC)cc23)CC1 (configuration not stated),0.0,12.0,3.7,0.4,4.0,-18.1,-9.6,-0.8,-0.8
CC1=C(C(=O)OC(C)C)C(c2cccs2)n2ncnc2N1 (configuration not stated),-1.5,3.1,-12.9,-1.0,-2.9,-8.7,-8.6,-3.1,0.1
CCN1C[C@@H]2[C@@H]3C(=O)N(Cc4ccccc4)C(=O)[C@@H]3[C@](CC)(C(=O)OC)N2C1=NCc1ccccc1,.,4.8,-0.9,.,-6.6,-6.4,.,.,6.6
Cc1[nH][nH]c(=O)c1C(c1c(C)[nH][nH]c1=O)c1cn(Cc2cccc3ccccc23)c2ccccc12,-0.9,10.8,-1.7,0.0,2.1,-10.9,-33.2,-0.7,11.6
OC(CNCC(c1ccc(Cl)cc1Cl)c1c[nH]c2ccccc12)c1ccccc1 (configuration not stated),9.1,9.4,24.5,4.7,-2.1,-3.3,32.6*,-6.0,29.9
O=[N+]([O-])c1nn(-c2ccc(Cl)cc2)n(O)c1=NCc1ccccc1,-2.4,2.0,6.0,-0.8,-2.9,0.1,5.2,-5.0,-2.0
Cc1coc2cc3oc(=O)c(CC(=O)N(C)CC(=O)O)c(C)c3cc12,0.3,-2.6,-15.6,1.3,-2.6,1.1,-2.6,-2.6,5.9
COc1ccc(NC(=O)Nc2ccc3c(c2)CCC3)cc1,-0.6,2.1,-6.7,0.2,-2.8,-9.0,1.6,-6.2,1.1
Cc1ccc(C(=O)OCC(=O)N2C(C)CCCC2C)cc1S(=O)(=O)N1CCOCC1 (configuration not stated),0.2,17.4,-5.3,0.8,3.9,0.2,-6.0,-1.2,3.0
O=C(NCc1ccc2c(c1)OCO2)c1ccc(CN2CCc3ccccc3C2)cc1,0.7,-20.1,3.0,0.6,-5.5,32.2*,-15.6,-8.8,8.1
COc1ccc(S(=O)(=O)Cc2ccc(C(=O)N3CCN(C(=O)c4ccco4)CC3)o2)cc1,0.4,3.8,-2.8,0.6,1.3,8.6,-8.2,5.0,2.6
CCOC(=O)c1cc2nc(-c3ccco3)cc(C(F)(F)F)n2n1,-2.6,8.1,-15.4,-0.9,-2.8,-14.9,-11.9,5.1,-1.8
Cc1cc(-c2ccc(C)c(S(=O)(=O)NCC3CCN(Cc4cccc(F)c4)CC3)c2)on1,10.8,-15.2,19.9,7.5,-2.3,19.6,-21.0,-24.4,8.2
CCOC(=O)N/N=C\c1cccc(OC)c1OC/C=C/c1ccccc1,.,12.1,3.2,.,-3.0,-9.0,.,.,-1.1
COC(=O)c1ccc(N2C(=O)CC(N3CCC(O)(c4ccc(Br)cc4)CC3)C2=O)cc1 (configuration not stated),9.3,2.0,22.4,5.2,-0.3,-5.1,-9.0,-22.8,9.3
# New compounds follow.
SMILES,OXTR agonist,M1 PAM,TAAR1 antagonist,V1aR counter,M1 ag,CHRM1 antagonist,CHO parental Ca,OXTR potentiate,TAAR1 ag
Cc1c(-c2ccc(/C=N/NC(=O)C(=O)Nc3ccccc3F)o2)cccc1[N+](=O)[O-],-0.8,7.7,-22.6,-0.6,-2.7,-2.7,-5.4,0.8,-1.1
CC(C)NS(=O)(=O)c1ccc(NC(=O)Cc2cccs2)cc1,-0.4,-0.7,-4.3,1.8,-5.2,-1.0,11.9,-5.4,7.8
O=C(NCCc1ccccc1)c1ccccc1F,-0.3,1.7,-9.6,0.0,-2.7,9.1,-9.2,-10.7,7.1
CCCCCCCCCCCCCCCC[n+]1ccc(C(N)=O)cc1,0.6,-13.6,41.0,-0.2,-6.4,18.0,97.6*,-20.1,36.3
CCCCC(CC(O)COCC(C)C)C(=O)NN (configuration not stated),-2.6,7.5,-11.2,-0.7,1.6,-4.2,-7.3,-22.9,0.8
COc1ccc(NC(=O)CN(c2ccc(C)cc2)S(C)(=O)=O)c(OC)c1,2.1,10.0,-9.8,2.1,-0.8,-14.3,-21.4,2.1,1.4
Brc1ccc(CN2CCN(c3ccccn3)CC2)s1,-1.8,-0.3,-6.0,-0.7,-8.9,-3.9,-16.0,-1.4,7.4
COc1cc(OC)c(C(=O)COc2ncnc3ccccc23)c(OC)c1,0.0,0.9,9.8,1.0,-0.7,-3.1,-24.3,-1.3,5.8
Clc1cccc(CNc2nnnn2-c2ccccc2)c1,19.0,-12.9,31.3,15.5,3.0,16.6,23.6,-20.6,9.9
Cc1ccc(NC(=O)c2ccc(NS(=O)(=O)c3c(C)noc3C)cc2)cc1C,0.9,-2.7,9.1,0.7,-5.5,-13.8,-4.1,0.8,4.1
O=C1O/C(=C/c2ccccc2)N=C1c1ccccc1,1.0,5.4,-8.6,0.6,-0.6,2.6,-8.6,4.1,0.8
COc1ccc(OCC(=O)NC2CCCc3ccccc32)cc1 (configuration not stated),-1.2,2.9,6.4,0.5,-2.8,0.0,-12.6,-8.1,0.2
COCCN(C(=S)Nc1cc(C)cc(C)c1)C(C)c1cccs1 (configuration not stated),-0.1,-2.0,-49.4,0.0,-4.1,6.7,-10.8,1.3,-1.0
CN(C)c1nc(-c2ccccc2)cc(C(F)(F)F)c1C#N,-1.8,2.6,-1.1,-0.3,-4.5,-7.8,-19.2,-26.2,6.6
COc1ccc(N(CC(=O)Nc2ccc(C)cc2)S(=O)(=O)c2c(C)noc2C)cc1,1.0,6.2,6.6,5.4,-2.7,-8.7,-21.3,-9.0,-2.3
CN(CC(=O)Nc1ccccc1Br)C(=O)c1cccc([N+](=O)[O-])c1,-0.3,17.0,-17.7,0.6,-1.9,-19.6,-10.1,0.3,1.4
COc1ccccc1NS(=O)(=O)c1cc(NC(=O)CCc2nc3ccccc3c(=O)[nH]2)ccc1C,-1.6,0.4,33.9,-0.7,-3.5,-1.6,-15.2,-5.8,3.4
COc1ccc(Cn2c(SCc3cc(C)ccc3C)nc3cc(OC)c(OC)cc3c2=N)cc1,-0.6,11.5,-25.1,1.2,-2.6,-3.3,5.7,-0.9,32.3
O=[N+]([O-])c1ccc(Oc2cccnc2)nc1,-0.7,2.7,-12.1,0.3,-3.8,2.7,2.9,-8.4,3.0
COC(=O)C(Cc1ccc(O)cc1)NC(=O)C1CCN(S(=O)(=O)c2ccc(C)cc2)CC1 (configuration not stated),3.9,13.4,-2.0,1.9,0.8,-19.3,2.9,-4.2,0.9
COc1ccc(C(=O)N[C@H](C(=O)OCn2nnc3ccccc3c2=O)C(C)C)cc1,.,14.9,-25.5,.,-4.6,-14.0,.,.,0.2
COc1cc(C(CCN2CCCC(C)C2)c2c(OC)cc(OC)c3c(-c4ccccc4)cc(=O)oc23)cc(OC)c1OC (configuration not stated),10.9,-8.0,.,4.4,-8.0,-2.0,-20.9,-5.5,.
Cc1ccc(N2CC(C(=O)Nc3nnc(SCC(N)=O)s3)CC2=O)cc1C (configuration not stated),0.2,7.2,-3.4,0.9,-1.3,-6.5,7.5,-6.8,-0.2
CCNc1nc(N)nc(Oc2ccc(OCCOc3ccccc3)nn2)n1,0.9,4.1,-8.6,-0.4,-3.0,-5.0,-10.4,-2.6,7.6
CCN(CC)S(=O)(=O)c1ccc(Cl)c(NC(=O)c2cc(Cl)cc(Cl)c2)c1,0.9,8.1,10.8,1.0,-1.9,-6.2,-1.9,3.4,-3.4
COc1ccc(NC(=O)NS(=O)(=O)c2ccc(C)cc2)c(OC)c1,1.3,2.1,4.0,0.7,-3.3,-4.3,-14.2,-5.6,5.5
CCOC(=O)CC(Nc1nc(N2CCOCC2)nc(N2CCOCC2)n1)c1ccccc1Cl (configuration not stated),-2.0,-18.7,7.8,-0.8,-9.2,8.8,-26.9,-7.8,4.1
Cc1ccc(COC(=O)c2cc(S(=O)(=O)N3CCCCC3)ccc2N2CCOCC2)cc1,-2.3,-3.5,-28.1,-0.7,-4.5,13.3,-0.8,-6.9,-0.5
O=C(O)c1ccc(CSc2nnc(-c3ccc(Cl)cc3)o2)cc1,-0.2,7.9,10.0,0.9,0.3,-18.5,1.1,-1.5,2.3

# Ordered by heavy-atom count (descending): three of the compounds above
SMILES,OXTR agonist,M1 PAM,TAAR1 antagonist,V1aR counter,M1 ag,CHRM1 antagonist,CHO parental Ca,OXTR potentiate,TAAR1 ag
COc1ccc(O[C@H]2C=C[C@@H](c3ccccc3)O[C@@H]2CO/N=C(\C)CCC(=O)OC[C@H]2O[C@H](c3ccccc3)C=C[C@@H]2Oc2ccc(OC)cc2)cc1,2.9,.,.,2.5,.,.,-6.3,-0.5,.
COc1ccc(CNC(=O)Cc2c(C(=O)O)[nH]c3ccccc23)c(OC)c1,-0.8,14.5,-7.4,-0.1,-9.4,-17.9,4.8,-9.6,-0.6
COc1cc(OC)c(C(=O)COc2ncnc3ccccc23)c(OC)c1,0.0,0.9,9.8,1.0,-0.7,-3.1,-24.3,-1.3,5.8

# Source: PubChem BioAssay
